Yp Topo-I inh – Yersinia pestis topoisomerase I inhibitors, primary screen, biochemical, cleavage product accumulation, plate reader, single point; DNA topoisomerase I (Yersinia pestis CO92); Y. pestis Topo-I cleavage product accumulation; activity, % at 10 µM; hit rate 0.064% among 360,000; in the data active = activity above about 50%, passing the limit was not always enough; inconclusive = no clear call, values can overlap the other calls; note: inactives centre near 2
SSB-PriA inh – inhibitors of Klebsiella pneumoniae PriA binding to SSB C-terminal tail, primary screen, biochemical, AlphaScreen; PriA–SSB C-terminal tail interaction (Klebsiella pneumoniae); AlphaScreen SSBct-PriA binding, biotinylated peptide; inhibition, % at 33 µM; hit rate 0.6% among 430,000; AID 1272365, 2023; in the data active = inhibition mostly above about 37%, no sharp cut-off; inactive = mostly below about 20%;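 note: plate controls were negative control peptide for no effect and reference peptide for full effect; strong numbers were not always called active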
PfHsp40 rescue – rescue of yeast from PfHsp40 toxicity, primary screen, S. cerevisiae, ATP luminescence | S. cerevisiae expressing PfHsp40, growth rescue | growth rescue, % at 12.5 µM | hit rate 0.68% among 340,000 | AID 504582, 2011; in the data active = growth rescue above about 28%, passing the limit was not always enough; inconclusive = no clear call, values can overlap the other calls;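 note: yeast W303a lacking pdr1 and pdr3 grown in galactose medium; growth measured after three days at 30 °C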
BH1578 lux ind – inducers of Vibrio cholerae quorum light production without autoinducers, primary screen, BH1578 luxS cqsA deficient, single point. V. cholerae BH1578 lux reporter, luminescence, 6 h. activation, % at 18.7 µM. hit rate 0.16% among 350,000. AID 588436, 2011; in the data active = activation mostly above about 9.7%, no sharp cut-off; inconclusive = no clear call, values can overlap the other calls; inactive = mostly below about 3.7%; note: not every result past the cut was called active; inactives centre near 0; reference of the scale not given here
CCHFV vOTU inh – CCHFV vOTU protease inhibitors, primary screen, biochemical, Pep-AMC substrate, fluorescence; Crimean-Congo hemorrhagic fever virus L polyprotein viral ovarian tumor (vOTU) protease …; inhibition, % at 11.5 µM; hit rate 0.55% among 370,000; AID 651958, 2012; in the data active = inhibition above about 30%; note: 0% = vehicle wells with enzyme and 100% = no enzyme wells
SARS 3CLpro inh – SARS-CoV 3CLpro protease inhibitors, primary screen, biochemical, quenched FRET; recombinant SARS-CoV 3CLpro, quenched FRET peptide cleavage; AID 1706, 2009; Replicase polyprotein 1ab (Severe acute respiratory syndrome coronavirus), P0C6X7; inhibition, % at 6 µM; hit rate 0.14% among 290,000; in the data active = inhibition above about 12%
TcdB inh – TcdB glycohydrolase inhibitors, primary screen, biochemical, single point, plate reader; Toxin B (Clostridioides difficile), P18177; hit rate 0.24% among 350,000; TcdB glycohydrolase enzymatic assay; inhibition, % at 9.99 µM; in the data active = inhibition above about 10%
Anthrax LF prot – Bacillus anthracis LF protease inhibitors, primary screen, biochemical, multiplex microsphere, MLPCN library. Lethal factor (Bacillus anthracis), P15917. multiplex microsphere protease cleavage assay. inhibition, % at 10 µM. hit rate 0.12% among 360,000; note: plate controls were buffer without enzyme for full effect and enzyme alone for no effect
Target sequence (P15917 whole entry, looked up): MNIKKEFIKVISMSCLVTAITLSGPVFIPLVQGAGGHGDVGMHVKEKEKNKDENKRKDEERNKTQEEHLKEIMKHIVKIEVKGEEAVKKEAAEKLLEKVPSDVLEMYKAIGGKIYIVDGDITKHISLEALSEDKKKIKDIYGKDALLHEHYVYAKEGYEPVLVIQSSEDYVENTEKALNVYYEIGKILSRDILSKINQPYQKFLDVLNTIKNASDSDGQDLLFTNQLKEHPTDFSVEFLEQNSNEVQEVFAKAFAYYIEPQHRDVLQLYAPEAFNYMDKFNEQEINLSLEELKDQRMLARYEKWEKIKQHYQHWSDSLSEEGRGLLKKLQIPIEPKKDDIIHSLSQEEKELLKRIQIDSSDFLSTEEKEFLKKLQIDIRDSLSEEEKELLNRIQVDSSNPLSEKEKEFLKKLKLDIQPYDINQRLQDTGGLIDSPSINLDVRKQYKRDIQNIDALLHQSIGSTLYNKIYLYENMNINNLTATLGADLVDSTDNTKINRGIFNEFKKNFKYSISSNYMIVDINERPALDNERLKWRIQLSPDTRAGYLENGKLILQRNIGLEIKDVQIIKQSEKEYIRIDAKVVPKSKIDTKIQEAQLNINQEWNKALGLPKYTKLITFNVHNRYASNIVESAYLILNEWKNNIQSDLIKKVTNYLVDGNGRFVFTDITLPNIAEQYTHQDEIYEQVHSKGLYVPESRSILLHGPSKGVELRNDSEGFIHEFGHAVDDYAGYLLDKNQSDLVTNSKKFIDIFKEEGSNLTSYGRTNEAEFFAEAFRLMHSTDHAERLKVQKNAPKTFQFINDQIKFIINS
BoNT-A LC inh2 – BoNT/A light chain protease inhibitors, primary screen, biochemical, flow cytometry, MLPCN library; Botulinum neurotoxin type A light chain protease (Clostridium botulinum A str. ATCC 3502); inhibition, % at 10 µM; multiplex microsphere protease substrate cleavage; hit rate 0.17% among 360,000; note: plate controls were buffer without enzyme for full effect and enzyme alone for no effect
VHR inh abs – VHR1 phosphatase inhibitors, primary screen, biochemical, absorbance, uHTS; inhibition, % at 13.3 µM; hit rate 0.52% among 290,000; AID 1654, 2009; recombinant VHR phosphatase, pNPP absorbance; Dual specificity protein phosphatase 3 (Homo sapiens), P51452; in the data active = inhibition above about 50%; note: some compounds called inactive have numbers as strong as hits
Target sequence (P51452 whole entry, looked up): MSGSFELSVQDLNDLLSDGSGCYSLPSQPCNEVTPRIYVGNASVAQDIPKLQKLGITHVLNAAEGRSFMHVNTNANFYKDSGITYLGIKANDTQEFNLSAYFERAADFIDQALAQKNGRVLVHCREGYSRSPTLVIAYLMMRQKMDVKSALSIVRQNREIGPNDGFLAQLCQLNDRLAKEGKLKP
* = called active by the depositor; i = inactive; ? = inconclusive; . = not tested or not shown; & = joins results of further samples. Cut-off read from the data, not from the text of the source, unless noted: active = inhibition above about 30%; inconclusive = no clear call, values can overlap the other calls; inactive = below that. This is a subset; rates above refer to the full screens.

SMILES	Yp Topo-I inh	SSB-PriA inh	PfHsp40 rescue	BH1578 lux ind	CCHFV vOTU inh	SARS 3CLpro inh	TcdB inh	Anthrax LF prot	BoNT-A LC inh2	VHR inh abs
O=C(c1ccc(Cn2cc(Br)cn2)o1)N1N=C(C(F)F)CC1(O)C(F)F (stereo not drawn)	-11	6	-0.4	-0.2	.	-3	0.8	-4	-0.3	15
NC(=S)N1OC[C@@H]2COc3ccc4ccccc4c3[C@@H]21	2	-5	0.5	-0.3	4	5	1.8	-1	0.4	12
Cc1c(-c2cccs2)[n+](=O)c2c(n1[O-])CCCC2	-10	0	0.8	i	9	2	.	-22	4.5	4
CCOc1ccc(S(=O)(=O)N2CCC(C(=O)NC3CCCCC3)CC2)cc1	1	-17	1.2	1.1	-4	-4	-0.3	1	0.7	4
Cc1sc2nc(C(C)C)nc(SCC(=O)NC3CC3)c2c1C	-1	-10	-0.5	-0.3	4	0	-2.4	-3	-4.6	17
O=[N+]([O-])c1ccc(C2C3C(c4ccccc4)=NC4(CCCCC4)N32)cc1 (stereo not drawn)	2	-7	0.4	i	-24	4	.	5	0.9	40
Cc1onc(C(=O)NN)c1C(=O)N1CCN(C(c2ccccc2)c2ccccc2)CC1	30	-15	-2.6	i	-12	5	0.7	-2	-0.4	7
COc1cc(-c2n[nH]c(=S)n2-c2ccccc2C(F)(F)F)cc(OC)c1OC	-2	-4	0.6	-0.2	-3	-2	7.9	-9	-0.4	12
O=C(NCCCN1CCOCC1)c1ccco1	1	-6	0.8	i	-12	2	.	-2	-1.7	36
CCCC(=O)Nc1ccccc1NC(=O)c1ccc(OC(C)=O)cc1	5	-9	-1.6	-0.4	-5	0	0.3	-2	-0.1	20
CCc1ccc(C(=O)C23CN4CN(CN(C4)C2)C3)cc1	12	11	-1.8	-0.7	4	0	.	3	0.3	8
CCOC(=O)CCCCCC(=O)Nc1ccc2c(c1)C(=O)N([C@@H](C)CO)C[C@H](C)[C@H](CN(C)S(=O)(=O)c1ccc(OC)cc1)OCCCC[C@H](C)O2	20	.	.	-0.7	12	.	1.4&-0.2	-7	-0.4	.
COc1cccc(C(=O)Nc2cc3c(cc2Cl)OCCCO3)c1	0	-10	-0.8	i	-4	-1	.	-4	-1.2	8
COc1cc(C(=O)NNC(=S)NC(=O)/C=C/c2ccccc2)cc(OC)c1OC	-1	-7	20	i	4	0	-0.6	-17	3.7	9
Cc1ccc(-c2ccc(/C=N/NC(N)=S)o2)cc1	-12	.	0.9	i	-9	0	0.4	.	.	17
COc1cccc(COC(=O)C2CC(=O)N(Cc3ccc(C)cc3)C2)c1OC (stereo not drawn)	18	-6	-0.6	-2.6	1	.	0.4	-17	-70	.
COc1cc(/C=C2/C(=N)N3C=CSC3=NC2=O)ccc1OCCCOc1ccccc1C	0	-12	-0.3	1.5	-1	1	0.1	5	5.4	16
COC(=O)Cc1ccc(NC(=S)N2CCC(Cc3ccccc3)CC2)cc1	0	13	1.3	0.4	1	-2	-0.1	7	-0.8	2
NCCCCc1cn(CC(=O)N2CCNCC2)nn1	-5	3	-0.7	i	6	0	1.5	-5	0.0	32
O=C(COC(=O)C1CC2C=CC1C2)Nc1ccccc1[N+](=O)[O-] (stereo not drawn)	9	31	2.6	i	-3	.	4.4	2	1.5	.
Cc1c(C(=O)N(C)c2ccccc2)oc2c1C(O)CC(C)(C)C2 (stereo not drawn)	3	3	-0.4	-0.3	13	-1	-0.3	-1	1.9	14
Cc1cccc(OCCCn2ccnc2)c1	4	-5	0.4	i	14	3	1.3	-2	?	-13
CCOC(=O)C1(Cc2cccc(F)c2)CCN(Cc2cnn(CC)c2)CC1	-2	-3	-1.5	i	23	-5	-0.3	4	-0.6	35
CCc1nc2ccc(C(=O)NCCCn3ccnc3)cn2c1N(C)CCC(C)C	5	.	.	-4.5	6	.	1.4	0	-0.5	.
CCN(CC)CCCNC1=C(Cl)C(=O)c2ccccc2C1=O	-11	2	-2.3	-0.2	56*	-3	0.5	-4	0.0	25
Cc1cc(C)c2cc(CNC3CCCC3)c(Cl)nc2c1	-1	-4	0.7	0.3	5	2	0.8	-3	0.3	6
Cc1cccc(C(=O)N[C@H](C(=O)Nc2ncc(C)s2)C(C)C)c1	1	-3	23	-0.2	-1	4	-0.4	-6	-0.8	-22
CCN1CCN(Cc2ccc(C)cc2C)CC1	-1	8	-0.4	-0.3	5	5	.	-6	-1.6	17
Cc1cccc(NC(=O)COC(=O)c2ccc(C)c(S(=O)(=O)N3CCCCC3)c2)c1	22	1	2.3	i	3	.	-0.7	-1	-0.3	.
NC(=O)C1CCCN(Cc2ccc3ccccc3c2)C1 (stereo not drawn)	3	-10	1.4	i	-12	-4	0.9	1	-4.0	6
CC1(C)CC(=Cc2ccccc2[N+](=O)[O-])C(=O)c2ccccc21	-7	.	.	i	4	.	1.3	0	0.3	.
O=C(COc1ccccc1)NNC(=O)c1cc2ccccc2oc1=O	1	-17	1.0	i	-8	-3	.	-2	0.6	49
Cc1ccc(N(C)C(=O)CCS(=O)(=O)c2cc3c(cc2Cl)NC(=O)CO3)cc1	-3	-16	1.6	-0.2	8	-4	-0.1	-7	-0.1	13
N#Cc1ccccc1NC(=O)COC(=O)/C=C/c1cn(-c2ccccc2)nc1-c1ccc(Cl)cc1	3	-15	0.4	i	-7	3	0.5	6	-0.7	-7
CCC(C)c1ccccc1N1CC(C(=O)Nc2ccc(N3CCOCC3)cc2)CC1=O (stereo not drawn)	19	8	1.0	i	-13	.	2.8	-3	0.0	.
O=C(Nc1ccc(F)c(Cl)c1)c1cc(C2CCCN(S(=O)(=O)c3cccs3)C2)on1 (stereo not drawn)	5	.	.	-0.4	-1	.	0.7	-7	-0.7	.
Cc1cccc(OCc2nnc(-c3ccc(F)cc3)o2)c1	7	-23	0.0	-0.3	14	.	1.3	4	-0.2	.
CCc1ccccc1N1CCN(S(=O)(=O)c2cc(OC)ccc2OC)CC1	-10	-6	0.0	i	-1	6	0.9	-6	?	-4
CN(C)CCNC(=O)c1ccc(-c2cnn(C)c2)c2ccoc12	-1	.	.	-0.4	-14	.	1.1	-7	-0.3	.
COCC#Cc1cnc2c(c1)C(=O)N([C@H](C)CO)C[C@H](C)[C@@H](CN(C)S(=O)(=O)c1ccccc1)O2	-4	.	.	i	-7	.	0.6&0.6&0.3	-9	-1.0	.
COc1ccc(CN2CC3CC(C2)c2cccc(=O)n2C3)cc1OC (stereo not drawn)	-2	-12	1.1	6.2	-10	-4	.	-1	0.9	22
Nc1ncnc2nc(SCCN3CCCCC3)[nH]c12	8	-18	0.0	-3.6	-2	-5	.	-2	0.3	-16
CCOc1cc(/C=C2\N=C(C)OC2=O)cc(Br)c1OCCc1ccccc1	-4	4	0.9	0.9	4	0	1.2	2	0.1	27
O=C(Nn1c(O)c(C=C2N=c3ccccc3=N2)sc1=S)c1ccc(Cl)cc1	-11	-8	-0.1	i	0	-1	.	70*	?	27
O=c1[nH]c(=S)n(C2CC2)c(O)c1C=NCC1CCCO1 (stereo not drawn)	3	-5	0.2	-0.4	-1	0	-0.6	-7	-0.1	8
CC1=C(C(=O)N(C)CCC#N)C2(CCCCC2)OC1=O	-2	-6	-0.6	-0.2	-1	-4	1.1	1	0.1	13
Cn1c(O)c(C(=O)c2ccccc2)c(=O)n(C)c1=O	-2	-15	-0.3	.	6	-2	.	0	0.3	6
CCOc1ccc(C(OC(=O)c2ccco2)C(=O)NCc2ccc(C)cc2)cc1 (stereo not drawn)	2	-7	-1.6	3.7	23	-9	.	-14	-2.8	19

Quoted from the listing, ten compounds:
SMILES	Yp Topo-I inh	SSB-PriA inh	PfHsp40 rescue	BH1578 lux ind	CCHFV vOTU inh	SARS 3CLpro inh	TcdB inh	Anthrax LF prot	BoNT-A LC inh2	VHR inh abs
CN(C)CCNC(=O)c1ccc(-c2cnn(C)c2)c2ccoc12	-1	.	.	-0.4	-14	.	1.1	-7	-0.3	.
COCC#Cc1cnc2c(c1)C(=O)N([C@H](C)CO)C[C@H](C)[C@@H](CN(C)S(=O)(=O)c1ccccc1)O2	-4	.	.	i	-7	.	0.6&0.6&0.3	-9	-1.0	.
COc1ccc(CN2CC3CC(C2)c2cccc(=O)n2C3)cc1OC (stereo not drawn)	-2	-12	1.1	6.2	-10	-4	.	-1	0.9	22
Nc1ncnc2nc(SCCN3CCCCC3)[nH]c12	8	-18	0.0	-3.6	-2	-5	.	-2	0.3	-16
CCOc1cc(/C=C2\N=C(C)OC2=O)cc(Br)c1OCCc1ccccc1	-4	4	0.9	0.9	4	0	1.2	2	0.1	27
O=C(Nn1c(O)c(C=C2N=c3ccccc3=N2)sc1=S)c1ccc(Cl)cc1	-11	-8	-0.1	i	0	-1	.	70*	?	27
O=c1[nH]c(=S)n(C2CC2)c(O)c1C=NCC1CCCO1 (stereo not drawn)	3	-5	0.2	-0.4	-1	0	-0.6	-7	-0.1	8
CC1=C(C(=O)N(C)CCC#N)C2(CCCCC2)OC1=O	-2	-6	-0.6	-0.2	-1	-4	1.1	1	0.1	13
Cn1c(O)c(C(=O)c2ccccc2)c(=O)n(C)c1=O	-2	-15	-0.3	.	6	-2	.	0	0.3	6
CCOc1ccc(C(OC(=O)c2ccco2)C(=O)NCc2ccc(C)cc2)cc1 (stereo not drawn)	2	-7	-1.6	3.7	23	-9	.	-14	-2.8	19

New compounds follow:
SMILES	Yp Topo-I inh	SSB-PriA inh	PfHsp40 rescue	BH1578 lux ind	CCHFV vOTU inh	SARS 3CLpro inh	TcdB inh	Anthrax LF prot	BoNT-A LC inh2	VHR inh abs
COc1cc(/C=C/C(=O)O)cc(OC)c1O	0	-8	0.6	-0.4	6	.	-6.3	-1	-0.1	.
O=C(CCCc1nc(-c2ccc(Cl)cc2)no1)N1CCOCC1	3	-13	0.0	-0.3	-7	4	.	3	0.0	4
O=C(CCCN1C(=O)/C(=C\c2cccs2)SC1=S)Nc1ccccc1O	0	.	.	-5.9	19	.	1.5	1	0.4	.
CCn1c(SCC(=O)N2CCOCC2)nc2c(c1=O)SC(C)C2 (stereo not drawn)	-2	-14	-0.2	-3.0	5	-2	.	3	0.3	62
COc1ccccc1NC(=O)CSc1nnc(-c2ccccn2)o1	-4	-11	-1.2	i	3	0	1.6	-14	-2.2	44
O=C(CC1C(=O)NCCN1C(=O)Nc1ccc(Cl)cc1)Nc1ccc(F)cc1 (stereo not drawn)	-2	-7	-1.0	-0.4	1	1	3.4	1	-0.3	28
Fc1c(F)c(C(F)(F)F)c(F)c(F)c1N1CCN(c2ccc3nnc(C(F)(F)F)n3n2)CC1	2	-16	-1.2	0.5	5	2	.	6	-1.3	7
O=C(c1cc2n(n1)C(C(F)(F)F)CC(c1ccc(F)cc1)N2)N1CCCC1 (stereo not drawn)	6	-11	0.1	i	-1	7	.	-7	1.6	10

Source: PubChem BioAssay (several laboratories)
